Bioassay records from PubChem.
RmlCD inh 1536: M. tuberculosis RmlC/RmlD coupled enzyme inhibitors, primary screen, biochemical, compound mixtures, 384-well, from 1536-well plates; RmlC+RmlD coupled enzyme assay, percent inhibition; primary screen in compound mixtures; inhibition, % at 3.6 µM; 0.03% of 160,000 active; in the data active means inhibition mostly above about 34%, no sharp cut-off; further: some results filed as inactive read as strong as hits
Target sequence (P9WH09 whole entry, looked up): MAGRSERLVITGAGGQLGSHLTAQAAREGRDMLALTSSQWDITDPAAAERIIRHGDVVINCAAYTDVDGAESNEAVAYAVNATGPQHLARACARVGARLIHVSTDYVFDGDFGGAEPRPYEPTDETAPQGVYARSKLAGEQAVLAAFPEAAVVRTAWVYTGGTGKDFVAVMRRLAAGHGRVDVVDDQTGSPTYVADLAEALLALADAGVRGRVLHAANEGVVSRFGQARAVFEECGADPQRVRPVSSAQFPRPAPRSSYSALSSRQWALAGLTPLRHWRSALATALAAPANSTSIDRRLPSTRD
Target sequence (P9WH11 whole entry, looked up): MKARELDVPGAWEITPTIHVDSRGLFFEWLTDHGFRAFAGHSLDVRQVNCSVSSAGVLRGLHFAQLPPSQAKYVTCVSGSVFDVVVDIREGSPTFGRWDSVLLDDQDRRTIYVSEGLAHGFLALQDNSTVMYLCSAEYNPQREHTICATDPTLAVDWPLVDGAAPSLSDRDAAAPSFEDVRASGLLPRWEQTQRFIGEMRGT
M. tuberculosis GlmU: inhibition of mycobacterial GlmU enzyme – biochemical, glucosamine-1-phosphate acetyltransferase (AID 1376); Bifunctional protein GlmU (Mycobacterium tuberculosis (strain ATCC 25618 / H37Rv)); M. tuberculosis GlmU acetyltransferase enzyme assay; higher % means a stronger effect; inhibition, %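 (tested at 30 µM in the primary screen)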; hits with a dose series show IC50 in µM; 0.25% of 220,000 active; in the data active means inhibition above about 13%;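 further: 0% = complete reaction with vehicle and 100% = reaction without substrate; strong numbers were not always called active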
Numbers without * were called inactive; . = no result given. Some of the compounds tested. The share of hits here may be higher or lower than overall.

SMILES | RmlCD inh 1536 | M. tuberculosis GlmU
O=C(NCc1ccc(Cl)cc1)C(=O)NCC(c1ccco1)N1CCOCC1 (centres undefined) | -9.2 | 0.2%
CC(=O)Nc1nc(-c2ccccc2)nc(C)c1C(C)=O | . | 1.3%
Cc1cccc(NC(=O)CNC(=O)COc2ccc(C(=O)c3ccc(F)cc3)cc2)c1C | -13.4 | 1.0%
CCOC(=O)c1c(C)n(C)c2ccc(OC)c(NC(=O)c3cccs3)c12 | . | -3.4%
CCOC(=O)c1ccc(NS(=O)(=O)c2cccc3nsnc23)cc1 | . | 0.1%
CCS(=O)(=O)N1CCN=C1SCc1cccnc1 | 7.2 | -5.0%
COc1ccccc1-c1nnc(NC(=O)C(C)C)s1 | 10.6 | -0.9%
COc1ccc(/C=N/NC(=O)c2ccccc2)cc1OS(=O)(=O)c1ccccc1 | -14.3 | -3.6%
CC(C)(C)n1ncc2c(=O)n(CC(=O)N3CCc4ccccc43)cnc21 | . | 1.9%
Fc1ccccc1CSc1nc2ncc(Br)cc2[nH]1 | -5.4 | -0.1%
Oc1ccccc1Nc1nc(NCc2ccco2)c2ccccc2n1 | . | 0.4%
COc1ccccc1N1CCN(C(=O)c2cccc(Oc3ccccc3)c2)CC1 | 9.5 | 1.1%
Cc1[nH]c2ccc(-c3nnc(SCC(=O)N4CCCc5ccccc54)o3)cc2c1C | 12.1 | 3.7%
C=CC(=O)NC(NC(=O)C=C)c1ccccc1F | 14.6 | .
CCc1ccc(NC(=O)c2ccc(F)c(S(=O)(=O)NCC3COc4ccccc4O3)c2)cc1 (centres undefined) | 60.6 | -5.9%
CCCCn1c(N)c(-c2nc3ccccc3s2)c2c([N+](=O)[O-])nn(C)c(=O)c21 | 10.3 | -0.4%
O=C(/C=C/c1cccc([N+](=O)[O-])c1)c1cccs1 | 3.2 | 3.4%
CCN(CC)Cc1c(O)ccc2c(=O)c(-c3ccc4c(c3)OCCO4)coc12 | . | -0.8%
CCNC(=O)NC(=O)COC(=O)CCc1nc(=O)c2ccccc2n1C | -7.6 | -3.2%
CCCCOc1ccc(CN(C)c2ncnc(N)n2)cc1 | 13.1 | 3.8%
O=C(CSc1nc2ccccc2[nH]1)Nc1ccc(F)cc1 | 5.1 | -1.9%
Cc1nnc(SCC(=O)Nc2cccc(S(=O)(=O)N(C)c3ccccc3)c2)s1 | 9.8 | -0.8%
O=[N+]([O-])c1cccc(C2N3CCCN23)c1 (centres undefined) | . | 3.3%
O=C(Nc1c[nH]c(=O)[nH]c1=O)c1ccc2c(c1)C(=O)N(c1cccc([N+](=O)[O-])c1)C2=O | -5.6 | -4.7%
O=C(CCCN1C(=O)/C(=C/c2ccco2)SC1=S)Nc1ccccc1 | 7.0 | -1.1%
(listing goes on)
SMILES | RmlCD inh 1536 | M. tuberculosis GlmU
N#Cc1c(/N=C/c2cc(Br)cs2)sc2c1CCC2 | . | -7.1%
COCCn1c(CN2CCN(c3ccc(OC)cc3)CC2)nc2c1c(=O)n(C)c(=O)n2C | -2.3 | 0.9%
COC(=O)CCCC1=CC2=C(c3ccccc3)C(=O)C(C)(OC(=O)C3CCCC3)C(=O)C2=CN1Cc1ccc2c(c1)OCO2 (centres undefined) | 28.1 | 2.7%
O=C(O)CCC(=O)N1CCN(c2nc3ccccc3s2)CC1 | . | 4.5%
CCOC(=O)c1c(-c2ccccc2)csc1NC(=O)CCN1C(=O)c2ccccc2C1=O | -9.9 | -1.6%
Cc1cc2oc3ccc(NCCCn4ccnc4)cc3c(=O)c2cc1C | . | -5.9%
CC(=O)OC(C(=O)NCc1ccc2c(c1)OCO2)c1ccccc1Cl (centres undefined) | . | 2.1%
Cc1ccccc1N1C(=O)c2cccc3c(N(C)CCO)ccc(c23)C1=O | 7.5 | 1.1%
CCOC(=O)c1c(N)sc(=S)c2c1CCC2 | 8.1 | 7.2%
Fc1cccc(Cl)c1Cn1nnc(-c2ccc(N3CCOCC3)cc2)n1 | -10.4 | 5.9%
CCOc1ccc2[nH]c(=O)c(CN(Cc3nnnn3CCc3ccccc3)CC3CCCO3)cc2c1 (centres undefined) | -4.3 | -1.5%
c1ccc(CNc2nc(-c3cccs3)nc3ccccc23)cc1 | -11.3 | 3.0%
CCCN(CCC)CCNC(=O)c1cc2c(=O)n(C)c3ccccc3c2n1C | -3.9 | -1.1%
COc1ccc(-c2cc(C(F)(F)F)nc(SCC(=O)N(C)Cc3cn(C)nc3C)n2)cc1OC | 25.9 | 1.4%
COc1ccc(-c2csc3nc(C)nc(N4CCN(C(C)=O)CC4)c23)cc1OC | 2.1 | -1.7%
COc1ccc(C2Nc3ccccc3C(=O)N2O)cc1CN1CCOCC1 (centres undefined) | -10.4 | 2.1%
Cc1ccc(C(C)C)c(Oc2nnnn2-c2ccccc2)c1 | 5.4 | -5.0%
O=Nc1c(O)[nH]c2ccc(F)cc12 | -2.0 | -0.8%
COc1ccc(/C=N/N(C)c2cc(=O)n(C)c(=O)[nH]2)cc1OC | 12.4 | -5.7%
O=C(COc1cc(Cl)c(Cl)cc1Cl)NC(=O)NC1CCCC1 | . | 7.5%
Cc1cccc(NC(=O)c2ccc3ccccc3n2)c1C | . | 1.8%
O=C(NCc1ccccn1)c1c(O)c2c([nH]c1=O)CCCC2 | 3.8 | 2.6%
CC(=O)C1=C(C)NC(SCc2cccc3ccccc23)=C(C#N)C1c1ccco1 (centres undefined) | 7.6 | 0.7%
O=C(NC1CCCCC1)c1ccc(S(=O)(=O)N2CCOCC2)cc1 | -1.1 | 3.2%
CS(=O)(=O)N(CC(=O)N1CCOCC1)c1cccc([N+](=O)[O-])c1 | 10.8 | -2.8%
(more compounds)
SMILES | RmlCD inh 1536 | M. tuberculosis GlmU
CCCc1cc(C(N)=O)c(NC(=O)C2CCCO2)s1 (centres undefined) | . | 6.2%
CS(=O)(=O)c1ccc(Cl)c(NC(=O)c2ccc3ccccc3c2)c1 | 6.8 | 3.6%
N#CC1=C(N)OC2=C(C(=O)CCC2)C12CCN(C(=O)OCc1ccccc1)CC2 | . | 9.1%
CC(=O)N1CCN(C2=Nc3cccc4cccc2c34)CC1 | -1.1 | 6.3%
CSc1ccc(-c2nnn(Cc3ccc(C)cc3)n2)cc1 | -7.6 | 2.6%
CC1CN(Cc2ccc(Cl)cc2Cl)CC(C)O1 (centres undefined) | 0.4 | 1.5%
CC(C)Nc1nc(Cl)nc(NNC(=O)C(C)Oc2ccccc2)n1 (centres undefined) | -6.3 | 3.3%
O=C(NN1CCOCC1)c1cnn2c(C(F)F)cc(-c3ccccc3)nc12 | . | 0.5%
Cc1ccc(NC(=O)c2cc(C)on2)cc1 | -4.9 | 3.5%
CCS(=O)(=O)NCC(c1cccnc1)N1CCN(c2ccc(F)cc2)CC1 (centres undefined) | -4.3 | -4.7%
Cc1cc(C(=O)N2CCOCC2)n(-c2ccccc2)n1 | . | -4.0%
O=C(CSc1nnc(Cc2ccccc2)o1)N1CCCC1 | -7.4 | 8.5%
O=C(Nc1ccccn1)C(=O)Nc1ccccn1 | -14.8 | -3.6%
O=C(Nn1c(Cc2ccccc2)nc2ccccc2c1=O)c1c(O)c2cccc3c2n(c1=O)CCC3 | 6.8 | 1.2%
C/C(=N\NC(=O)C(=O)Nc1cccc(Cl)c1)c1ccncc1 | 13.3 | 1.6%
CCNC(=O)CCSc1nc(C)cc(C)n1 | -2.7 | 9.4%
Clc1cccc(OCCN2CCN(CCOc3cccc(Cl)c3)CC2)c1 | 8.2 | 4.4%
Cc1ccc(NC(=O)c2cc(S(=O)(=O)NCCc3ccccc3)ccc2F)cc1Cl | -5.3 | 4.0%
CCOC(=O)C1=C(C)NC2=C(C(=O)CCC2)C1c1cccs1 (centres undefined) | . | 2.3%
CCC(C)SCC(=O)Nc1ccc(S(=O)(=O)N2CCOCC2)cc1OC (centres undefined) | 4.1 | 6.0%
COc1ccc(NC(=O)/C(Cl)=C(/Cl)S(=O)Cc2ccccc2Cl)cn1 (centres undefined) | 12.0 | .
CCN1CCN(c2ccc(NC(=O)c3ccc(F)cc3)cc2Cl)CC1 | 7.9 | -13.4%
CC(Sc1nc(-c2ccc(F)cc2)cs1)C(=O)Nc1ccc(Cl)cn1 (centres undefined) | 6.5 | 3.6%
COC(=O)[C@@]1(Cc2ccc(F)cc2)[C@H]2c3cc(C(=O)N(C)C)n(CCc4ccccn4)c3C[C@H]2CN1C(=O)c1ccccc1 | . | 0.8%
O=C(CSc1ccc2nnc(-c3cccs3)n2n1)N1CCOCC1 | . | 8.2%

Arranged by heavy-atom count (smallest number first): four of the compounds above.
SMILES | RmlCD inh 1536 | M. tuberculosis GlmU
CCNC(=O)CCSc1nc(C)cc(C)n1 | -2.7 | 9.4%
CSc1ccc(-c2nnn(Cc3ccc(C)cc3)n2)cc1 | -7.6 | 2.6%
CCS(=O)(=O)NCC(c1cccnc1)N1CCN(c2ccc(F)cc2)CC1 (centres undefined) | -4.3 | -4.7%
Cc1ccc(NC(=O)c2cc(S(=O)(=O)NCCc3ccccc3)ccc2F)cc1Cl | -5.3 | 4.0%

(next part)
SMILES | RmlCD inh 1536 | M. tuberculosis GlmU
Cc1ccc2cc(CCNC(=O)c3ccc(C)c([N+](=O)[O-])c3)c(=O)[nH]c2c1 | 1.0 | 8.4%
C/C(=N/NC(=O)c1cnccn1)c1ccncc1 | -6.3 | -4.3%
Cc1ccc(N)cc1S(=O)(=O)N(C)C | 9.0 | 5.9%
Cc1ccc(Cl)c(OCCN2CCCC(C)C2)c1 (centres undefined) | . | -2.0%
Cc1ccc(S(=O)(=O)Nc2ccc(NC(=O)CN3CCCCC3)c(Cl)c2)cc1 | 9.0 | -3.0%
CCOC(=O)c1[nH]c(C)c(CN(C(C)=O)c2ccc(OCC)cc2)c1C | 8.9 | -5.9%
COc1ccccc1N1CCN(C(=O)C2CCN(S(=O)(=O)N3CCOCC3)CC2)CC1 | 7.1 | -1.7%
CC1(C)CC(=O)C(C=NCCN2CCN(CC(=O)Nc3ccc(F)cc3)CC2)=C(O)C1 | 5.1 | 4.1%
Nc1nonc1-n1nnc(C(=O)N/N=C/c2cccnc2)c1CSC1=NCCS1 | . | -0.5%
O=c1/c(=C/c2ccco2)sc2n1CN(c1ccccc1)CN=2 | 13.2 | 1.7%
Cc1cc(-c2ccccc2)nc(SCC(=O)c2cccc([N+](=O)[O-])c2)n1 | -7.8 | 1.4%
C/C(=N\NC(=O)c1ccc(NS(=O)(=O)c2cccs2)cc1)c1ccccn1 | 5.5 | 7.1%
COCCCN1C(=O)c2ccc(C(=O)OCC(=O)N(C)c3ccccc3)cc2C1=O | 3.5 | 0.8%
Cc1ccc(C(C)C)c(OC/C(O)=C(\C#N)c2nc3ccccc3[nH]2)c1 | -13.5 | 10.2%
CC(Sc1nc2ccccc2[nH]1)C(=O)Nc1ccc2c(c1)OCCO2 (centres undefined) | 8.4 | 0.9%
Cc1ccccc1Cn1cnc2ccccc2c1=O | . | -2.7%
CCN1CCN(C(c2ccc(OC)cc2)c2nnnn2Cc2ccc3c(c2)OCO3)CC1 (centres undefined) | -5.5 | -1.8%
Cc1cc(SCC(=O)Nc2ccccc2)nc(C)n1 | . | 0.4%
O=C(Nc1ccc(N2CCOCC2)c(S(=O)(=O)Nc2cc(Cl)ccc2Cl)c1)c1cccnc1 | 13.2 | 5.8%
CCCc1nnc(SCC(=O)O)n1/N=C/c1ccc2c(c1)OCO2 | 13.0 | 3.5%
CCOc1ccc(NC(=S)N(CCCN2CCCC2)Cc2cccn2Cc2ccc(Cl)cc2)cc1 | 2.6 | -2.4%
CC#CCN(CC#CC)S(=O)(=O)c1ccc(S(=O)(=O)N2CCOCC2)cc1 | . | 1.8%
CCOc1cc(C(=O)NCC(C)CN(C)C)cc(OCC)c1OCC (centres undefined) | . | -1.9%
CCOC(=O)c1nn(-c2ccc3ccccc3c2)cc1O | 1.2 | -6.1%
CC(=O)Nc1ccc(Nc2ncnc(N)c2[N+](=O)[O-])cc1 | 1.8 | -0.7%

In another format: results already given
Values run as follows: RmlCD inh 1536 | M. tuberculosis GlmU
Cc1ccc(C(C)C)c(OC/C(O)=C(\C#N)c2nc3ccccc3[nH]2)c1
    -13.5 | 10.2%
CC(Sc1nc2ccccc2[nH]1)C(=O)Nc1ccc2c(c1)OCCO2 (centres undefined)
    8.4 | 0.9%
Cc1ccccc1Cn1cnc2ccccc2c1=O
    . | -2.7%
CCN1CCN(C(c2ccc(OC)cc2)c2nnnn2Cc2ccc3c(c2)OCO3)CC1 (centres undefined)
    -5.5 | -1.8%
Cc1cc(SCC(=O)Nc2ccccc2)nc(C)n1
    . | 0.4%
O=C(Nc1ccc(N2CCOCC2)c(S(=O)(=O)Nc2cc(Cl)ccc2Cl)c1)c1cccnc1
    13.2 | 5.8%

New compounds follow:
SMILES | RmlCD inh 1536 | M. tuberculosis GlmU
CCc1nnc(NC(=O)CSc2nnc(Cc3ccccc3)n2-c2ccccc2)s1 | -4.3 | -5.0%
CN(C)CCC1Sc2ccccc2Oc2ccccc21 (centres undefined) | . | -3.2%
CCOC(=O)N1CCC(N(CCN(C)C)C(=S)Nc2ccc(Oc3ccccc3)cc2)CC1 | 4.7 | 0.4%
CC(C)CNC(=O)CSc1nnc(-c2cccc(S(=O)(=O)N3CCCCC3)c2)o1 | . | -1.7%
Cc1cccc(CCNC(=O)COc2cc(=O)n(C)c3ccccc23)c1 | 6.7 | 2.3%
N#Cc1c(NC(=O)C2CC(Cl)=CCC2C(=O)O)sc2c1CCCCC2 (centres undefined) | -9.3 | -2.1%
O=C1CC(Cc2ccccc2)C(=O)N1c1ccc(Cl)cn1 (centres undefined) | -1.6 | 3.2%
COc1ccc(CCNc2ccc(N3C(=O)CC(C)C3=O)cc2[N+](=O)[O-])cc1 (centres undefined) | -13.4 | 3.5%
Nc1cc(Cl)nc(N/N=C/c2ccc([N+](=O)[O-])cc2)n1 | -9.4 | -0.1%
O=C(CN1CCCC1)Nc1c2c(nc3ccccc13)N(Cc1ccccc1)CC2 | . | 1.0%
CCOC(=O)c1ccc2[nH]c3c(c2c1)CN(C)CC3 | 5.5 | -5.8%
